Assay outcomes from PubChem BioAssay.
ERb SRC1 inh: blocks coactivator binding to human estrogen receptor beta; Q92731; TR-FRET ER-beta LBD / SRC1-Cy5 peptide binding; receptor agonist-loaded with 1 µM estradiol; inhibition, % at 25.6 µM; 86,000 tested, 1.3% active;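 active means compounds whose percent inhibition of the receptor-coactivator binding signal exceeds about 50% in the single-dose screen, limit read from the data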;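 further: 0% = receptor plus peptide wells without compound and 100% = peptide-only wells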
Mac1 fbg inh: blocks human CD11b/CD18 adhesion to fibrinogen. 93,000 tested, 0.54% active. inhibition, % at 10 µM. K562 CD11b/CD18 adhesion to fibrinogen, ATPlite luminescence; Mn2+ added to activate the integrin. P05107+P11215. AID 1497;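 active means primary inhibition of 50% or more at 10 µM, then 40% or more on retest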; further: some results filed as inactive read as strong as hits
Plk1 PBD FP: Plk1 (human) PBD binding inhibition; AID 693; 97,000 tested, 0.13% active; Plk1 PBD phosphopeptide binding, fluorescence polarization; inhibition, %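 (tested at about 20 µM)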; in the data active means inhibition above about 34%, passing the limit was not always enough
ERa coact inh: ER-alpha (human) coactivator binding inhibition; P03372; TR-FRET ER-alpha LBD / SRC-1 peptide, estradiol-bound; inhibition, % at 25.6 µM; 86,000 tested, 1.7% active; AID 629; in the data active means inhibition above about 50%;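 further: 0% = receptor plus peptide control and 100% = peptide only without receptor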
Mac1 fbg enh: enhancers of human CD11b/CD18 binding to fibrinogen; K562 CD11b/CD18 adhesion to fibrinogen, ATPlite luminescence; AID 1499; activation, % at 10 µM; 93,000 tested, 0.07% active; P05107+P11215;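 active means 10 µM primary screen giving 50% or more activity, confirmed by 40% or more on retest at that dose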; further: strong numbers were not always called active
HIV Rev-RRE inh: inhibitors of HIV-1 Rev-RRE RNA interaction; Rev peptide-RRE RNA binding, FRET; inhibition, % at 8 µM; 97,000 tested, 0.79% active; P05866;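 active means inhibition above the screen-wide mean plus 3 SD, cut at about 35% in these data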;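 further: 0% = median DMSO wells and 100% = median Neomycin B control wells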
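Test system: Cy5-tagged RRE RNA duplex with fluorescein-tagged Rev peptide | Read-out: % inhibition of FRET ratio versus controls | Probe or stimulus: Labelled Rev peptide | Incubation: 5 min RNA-compound premix plus 15 min binding step, 25 °C | Technique: FRET fluorescence readout | Benchmarks: DMSO low control, neomycin B high control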
ERa SRC1 pot: enhances coactivator binding to human estrogen receptor alpha. P03372. 86,000 tested, 1.3% active. coactivator binding (% of control), % at 25.6 µM. TR-FRET ERalpha-LBD/SRC-Cy5 coactivator binding, 2 h; 100 = basal binding, no effect; in the data active means activity above about 200%;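 further: binding measured in presence of low estradiol as agonist stimulus; 0% = peptide alone without receptor and 100% = receptor with peptide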
PLK1 kinase inh: inhibitors of human PLK1 kinase; P53350; recombinant PLK1 kinase, TR-FRET peptide phosphorylation; inhibition, % at 10 µM; 97,000 tested, 0.53% active; AID 619;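 active means inhibition of 50% or more in the single-concentration screen; inactive means inhibition below 50%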;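 further: 0% = DMSO max control and 100% = H-89 dihydrochloride min control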
FAK inh: blocks human focal adhesion kinase activity | 97,000 tested, 0.84% active | biochemical FAK kinase activity assay | inhibition, %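 (tested at 7 µM)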 | AID 727 | Q05397; in the data active means inhibition above about 19%;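 further: 0% = DMSO and 100% = reference compound high control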
Target sequence (Q05397 whole entry, looked up): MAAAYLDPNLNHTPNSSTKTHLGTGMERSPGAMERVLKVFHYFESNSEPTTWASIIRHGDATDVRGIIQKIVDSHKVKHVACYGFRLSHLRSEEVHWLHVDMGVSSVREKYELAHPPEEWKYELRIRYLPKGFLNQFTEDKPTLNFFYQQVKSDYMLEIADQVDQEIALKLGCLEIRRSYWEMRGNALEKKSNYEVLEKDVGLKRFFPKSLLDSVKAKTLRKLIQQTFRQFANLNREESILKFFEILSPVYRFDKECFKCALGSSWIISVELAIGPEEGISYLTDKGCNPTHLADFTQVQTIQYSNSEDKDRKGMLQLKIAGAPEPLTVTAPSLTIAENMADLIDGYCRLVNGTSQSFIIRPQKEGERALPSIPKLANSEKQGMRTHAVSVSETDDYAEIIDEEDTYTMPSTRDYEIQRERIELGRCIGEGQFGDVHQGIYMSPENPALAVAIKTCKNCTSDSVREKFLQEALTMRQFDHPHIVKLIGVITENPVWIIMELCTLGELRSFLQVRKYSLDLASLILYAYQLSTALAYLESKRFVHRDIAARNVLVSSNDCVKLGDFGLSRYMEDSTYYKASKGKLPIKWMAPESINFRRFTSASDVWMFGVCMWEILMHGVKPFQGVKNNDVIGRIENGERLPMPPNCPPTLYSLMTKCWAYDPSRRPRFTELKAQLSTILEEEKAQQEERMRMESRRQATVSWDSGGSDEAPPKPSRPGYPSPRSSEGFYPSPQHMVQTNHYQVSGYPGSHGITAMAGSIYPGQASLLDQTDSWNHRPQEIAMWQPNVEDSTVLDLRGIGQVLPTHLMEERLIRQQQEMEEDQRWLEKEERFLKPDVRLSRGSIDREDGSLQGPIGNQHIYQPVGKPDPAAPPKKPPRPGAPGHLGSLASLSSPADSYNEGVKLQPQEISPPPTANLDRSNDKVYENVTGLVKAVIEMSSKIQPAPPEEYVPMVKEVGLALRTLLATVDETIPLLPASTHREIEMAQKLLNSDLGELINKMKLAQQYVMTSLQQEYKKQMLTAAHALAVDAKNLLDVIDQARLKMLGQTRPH
The depositor's hits bear a star; x = not tested or not shown; [ ] = remark or other dose.

Below each compound – ERb SRC1 inh	Mac1 fbg inh	Plk1 PBD FP	ERa coact inh	Mac1 fbg enh	HIV Rev-RRE inh	ERa SRC1 pot	PLK1 kinase inh	FAK inh
1: COC(=O)C1CCN(C(=O)COC(=O)CC(NC(N)=O)c2ccc(Cl)cc2)CC1 (stereo not drawn)
    -8	2	x	-10	-2	x	105	x	x
2: O=C(CN1CCN(c2ccc(F)cc2)CC1)N1CCC(Cc2ccccc2)CC1
    1[fluorescence artefact?]	-10	-2	8[fluorescence artefact?]	1	2	89	-5	8
3: COC(=O)c1ccc(NC(=O)c2cccc(Cl)c2)o1
    x	x	-24	x	x	-5	x	-12	-3
4: O=C1c2ccccc2C(=O)N1CCSC(=S)N1CCOCC1
    x	12	-3	x	0	1	x	6	-1
5: O=C(COc1ccccc1)N1CCN(c2ncnc3c2cnn3-c2ccccc2)CC1
    -7[fluorescence artefact?]	-8	10	-2	7	8	112	1	3
6: NC(=O)CSc1ccc(Br)cc1
    -10[fluorescence artefact?]	-36	-5	1	-4	4	75	-12	0
7: CC(=O)N1CCCc2cc(S(=O)(=O)CCC(=O)N3CCN(c4cccc(C)c4)C(C)C3)ccc21 (stereo not drawn)
    0[fluorescence artefact?]	-10	19	-7	6	4	124	-8	1
8: CN(C)c1nc(NCc2ccccc2)nc(Oc2ccc(=O)[nH]n2)n1
    1[fluorescence artefact?]	-3	3	-3	0	10	110	-6	-2
9: COc1cc(OC)cc(-c2cc3nc4c(c(N5CCN(c6ncccn6)CC5)n3n2)CCCC4)c1
    11	5	6	-6	21	-1	137	-16	-2
10: O=C(Cn1ncc2c(=O)oc3ccccc3c21)NCCc1ccsc1
    9	6	7	0	-2	3	90[fluorescence artefact?]	-4	0
11: O=c1c(Cc2ccc(Cl)cc2Cl)c(O)ccn1Cc1ccc(Cl)cc1
    x	97	1	x	-8	11	x	-8	4
12: Cc1cc(C)nc(-n2nc(C)c3c(C(F)F)cc(C)nc32)n1
    -7	-7	x	-3	1	x	87	x	x
13: COC(=O)COC(=O)c1ccc(O)cc1
    6	0	13	-6	0	6	121	-11	-1
14: Cc1ccc2nc(NC(=O)CCNS(=O)(=O)c3ccc(Br)s3)sc2c1
    13	-4	1	-5	-1	11	93	-5	-2
15: CCCCc1ccc(-c2csc(/C(C#N)=C\c3ccc(C)o3)n2)cc1
    x	-11	-34	x	-2	16	x	0	0

2 of the compounds above, in transposed form.
6) NC(=O)CSc1ccc(Br)cc1
7) CC(=O)N1CCCc2cc(S(=O)(=O)CCC(=O)N3CCN(c4cccc(C)c4)C(C)C3)ccc21 (stereo not drawn)

Compound,6,7
ERb SRC1 inh,-10[fluorescence artefact?],0[fluorescence artefact?]
Mac1 fbg inh,-36,-10
Plk1 PBD FP,-5,19
ERa coact inh,1,-7
Mac1 fbg enh,-4,6
HIV Rev-RRE inh,4,4
ERa SRC1 pot,75,124
PLK1 kinase inh,-12,-8
FAK inh,0,1

3 compounds from above with just PLK1 kinase inh.
item	mol	PLK1 kinase inh
10	O=C(Cn1ncc2c(=O)oc3ccccc3c21)NCCc1ccsc1	-4
14	Cc1ccc2nc(NC(=O)CCNS(=O)(=O)c3ccc(Br)s3)sc2c1	-5
3	COC(=O)c1ccc(NC(=O)c2cccc(Cl)c2)o1	-12

Going on with the list.
Below each compound – ERb SRC1 inh	Mac1 fbg inh	Plk1 PBD FP	ERa coact inh	Mac1 fbg enh	HIV Rev-RRE inh	ERa SRC1 pot	PLK1 kinase inh	FAK inh
16: Cc1nn(C)c(C(=O)N/N=C/c2ccccc2)c1[N+](=O)[O-]
    x	-8	4	x	0	10	x	-13	-1
17: CC1C/C(=N/Nc2ccc([N+](=O)[O-])cc2[N+](=O)[O-])CC(C)(C)C1 (stereo not drawn)
    0	x	-32	-8	x	17	94	-6	-1
18: COc1ccc(CNC(=S)Nc2cc(C)ccc2C)cc1
    x	9	-20	x	-1	2	x	-9	-5
19: Cc1ccc(C(=O)NCC(=O)N2CCN(c3ncccn3)CC2)s1
    16	-1	14	11	0	3	79	-8	-3
20: CC(C)COn1c(=S)[nH]c2ccccc2c1=O
    -10	x	3	-5	x	-3	105	-12	-5
21: Cc1c(C(=O)O)oc2ccc(S(=O)(=O)N3CCCCC3C(=O)O)cc12 (stereo not drawn)
    12	-12	22	15	-1	7	93	5	-2
22: O=C1CCCC(O)=C1C=Nc1ccc(O)cc1
    -17	-14	-1	-25[fluorescence artefact?]	-2	4	93[fluorescence artefact?]	-15	3
23: CCC(C)OC(=O)C1C(c2ccccc2)C(C(=O)O)C1c1ccccc1 (stereo not drawn)
    -9	-2	-3	-1	-1	-4	108	-3	-4
24: CCOC(=O)/C=c1\sc2n(c1=O)CCN=2
    -2[fluorescence artefact?]	-4	-11	-13	1	2	104	-8	-1
25: COC(=O)C1(c2ccccc2)NC(c2cccs2)C2C(=O)N(c3ccccc3)C(=O)C21 (stereo not drawn)
    6	x	-3	1	x	3	107	-8	-1
26: COC(=O)C12CC3CC(C1)CC(n1cnc(Cl)n1)(C3)C2
    -2	x	-2	1	x	3	102[fluorescence artefact?]	-7	-1
27: COc1cc(/C=N/N=C(/N)c2nonc2N)cc(Br)c1OCc1cccc(C)c1
    -13	15	13	-14	12	16	100	-12	-1
28: CCC(=O)N(Cc1ccco1)c1nc(-c2ccc(OC)cc2)cs1
    11	x	-7	-3	x	8	113	-4	-3
29: CCCn1c(SCC(=O)NCC2CCCO2)nc2c1c(=O)n(C)c(=O)n2C (stereo not drawn)
    -6	0	4	7[fluorescence artefact?]	-5	0	98	-4	2
30: N[C@@H](Cc1ccccc1)c1nnc(SCc2ccccc2F)o1
    2	x	10	1	x	0	102	-12	-6

Other structures follow.
Below each compound – ERb SRC1 inh	Mac1 fbg inh	Plk1 PBD FP	ERa coact inh	Mac1 fbg enh	HIV Rev-RRE inh	ERa SRC1 pot	PLK1 kinase inh	FAK inh
31: CCOC(=O)CC(=O)CSc1nc2nc(C)cc(C)n2n1
    -8	5	-1	-2	-2	8	104	-11	2
32: CCCn1nnc(NC(=O)c2ccco2)n1
    -14	15	-2	-8	2	0	114	-2	-3
33: CN(C)S(=O)(=O)c1cccc(C(=O)NCc2ccco2)c1
    17	-19	-3	5	-2	1	137	-7	0
34: Cc1cnn(C(=S)NCC2CCCO2)c1 (stereo not drawn)
    -9	-7	x	-4	0	x	116	x	x
35: Cc1ccc(S(=O)(=O)NCCNC(=O)c2cc(OCC(F)(F)F)ccc2OCC(F)(F)F)cc1
    x	-12	-6	x	-3	10	x	-7	0
36: Fc1ccc(NCc2nnc(SCc3nnc(-c4ccccc4)o3)n2CC2CCCO2)cc1 (stereo not drawn)
    0	-12	31	4	3	1	108	-1	2
37: Cc1ccc(C(C(=O)NC2CCCCC2)N(CC2CCCO2)C(=O)CNC(=O)c2cccs2)cc1 (stereo not drawn)
    x	x	11	x	x	-1	x	-11	-2
38: Nc1nc(SCC(=O)Nc2ccc(Br)cc2F)n[nH]1
    -9	-15	16	-13	1	3	105	0	0
39: O=C(COC(=O)C12CC3CC(CC(C3)C1)C2)Nc1ncc(Cl)cc1Cl
    x	5	13	x	-2	11	x	-11	-2
40: CCOC(=O)C1CCN(C(=O)CCS(=O)(=O)c2ccc3c(c2)CCN3C(C)=O)CC1
    -11	-35	-9	-7	-2	2	104	-2	-2
41: O=C(NCc1ccco1)[C@@H]1CSC2c3ccccc3C(=O)N21 (stereo partly drawn)
    38	-11	11	47	2	1	107	-10	-2
42: CCCSc1nnc(CN2CCOCC2)n1C
    -10	x	-8	-9	x	3	121	-9	0
43: Cc1cc(C(=O)COC(=O)Cn2cnc3c2c(=O)n(C)c(=O)n3C)c(C)n1C
    21	-12	6	10	1	4	107	-19	6
44: Cc1ccc(NC(=O)C(C)c2ccc(-c3ccccc3)c(F)c2)c(C)c1 (stereo not drawn)
    x	12	-17	x	-4	15	x	-18	2
45: CC(C)CC(NS(=O)(=O)c1ccc2c(c1)oc(=O)n2C)C(=O)NCc1cccnc1 (stereo not drawn)
    -3[fluorescence artefact?]	0	-18	3	-2	9	134	-16	-9

Next part.
Below each compound – ERb SRC1 inh	Mac1 fbg inh	Plk1 PBD FP	ERa coact inh	Mac1 fbg enh	HIV Rev-RRE inh	ERa SRC1 pot	PLK1 kinase inh	FAK inh
46: COC(=O)CN1CCN(C(c2ccccc2)c2ccccc2)CC1
    -6	1	-32	-5	1	1	98	8	-9
47: CCOC(=O)CSc1nnc(-c2cccc(Br)c2)o1
    7[fluorescence artefact?]	-8	24	-1[fluorescence artefact?]	-2	4	99	1	-7
48: C=C(C)COc1ccc(-c2n[nH]c(C)c2-c2ccc(Br)cc2)c(O)c1
    7	x	-5	3	x	17	84	-12	2
49: CCOc1cc(C)c(Cl)cc1S(=O)(=O)NCc1ccco1
    -2	10	18	1	4	1	111	-6	1
50: O/N=C(/CCc1ccccc1)C1(O)CCCCC1
    -2	-19	-2	5	-2	0	107	-5	-1
51: Cc1nn(-c2ccccc2)c(Cl)c1/C=N/NC(=O)c1ccco1
    x	x	4	x	x	-2	x	-15	-2
52: CC(NC(=O)NC12CC3CC(CC(C3)C1)C2)C1CCCO1 (stereo not drawn)
    0	x	5	1	x	1	108	-9	-1
53: Cc1ccc(-n2cc(-c3ccccc3)[nH]c2=O)cc1F
    -4[fluorescence artefact?]	18	x	13	4	x	88	x	x
54: Cn1c(SCC(=O)NCCN2C(=O)CSC2=O)nc2ccccc2c1=O
    -3	7	-2	-3	-2	7	115	-12	1
55: O=C(NC1CCCC1)c1c[nH]c2ccc(F)cc2c1=O
    4	-16	3	8	-1	1	99	1	-3
56: CSc1ccccc1-n1nnnc1SCC(=O)Nc1ccccc1C
    -9	-2	3	-1	-4	9	100	-6	-1
57: COc1ccccc1OCC(O)Cn1c(=N)n(CCN2CCCCC2)c2ccccc21 (stereo not drawn)
    0[fluorescence artefact?]	53	6	0	-1	1	124	-9	-5
58: O=S(=O)(c1ccccc1)N(Cc1nc(-c2ccccc2)no1)C1CCCCC1
    0	x	7	-4	x	23	96	-4	0
59: CCOc1ccccc1CNC(=O)C1CCN(c2nc3ccccc3o2)CC1
    -11	1	5	-1	-3	2	123	-8	-7
60: COCC(C)NCc1cccc(C)c1 (stereo not drawn)
    -6	-9	7	-6	0	4	110	-11	2
61: O=S(=O)(NCC(c1cccnc1)N1CCN(c2ccccc2F)CC1)c1cccs1 (stereo not drawn)
    -14	2	-15	-13	2	9	109	-7	-3
62: CC(=O)c1c(OC(=O)c2ccccc2)c2ccccc2n1C
    x	x	-15	x	x	8	x	1	-9
63: CN1CCN(CCCNC(=O)Cn2nc(-c3ccccc3)ccc2=O)CC1
    -10	4	x	-3	-4	x	123	x	x
